Platelet DG rel: inhibitors of platelet dense granule secretion, primary screen, cell-based, MLPCN, human platelets. human platelet-rich plasma, SFLLRN dense granule ATP release, luminescence. inhibition, %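 (compounds screened at 7.5 µM in platelet-rich plasma)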. 0.22% of 300,000 active;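 active means mean replicate score, as percent of positive control, at or above 50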
HSP90 refold inh: HSP90 inhibitors, primary screen, cell lysate, luminescence; inhibition, % at 5.6 µM; Rabbit reticulocyte lysate, luciferase refolding luminescence, 3 h; Heat shock protein HSP 90 (rabbit reticulocyte lysate; luciferase refolding); 0.91% of 290,000 active;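 active means inhibition above the screen-wide mean plus 3 SD, computed separately per campaign, cut at about 16% in these data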;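 further: 0% = DMSO wells and 100% = 60 µM geldanamycin wells; inhibitors lower the luminescence because luciferase stays unfolded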
HSF1 activator: HSF-1 activators, primary screen, NIH3T3-HGL cells, MG132 stress, luminescence, single point | 1.7% of 300,000 active | NIH3T3-HGL HSF-1 luciferase reporter, 8 h; 100% = twice DMSO control signal | activation, % at 9 µM;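 active means mean replicate activation of at least 50% with a set share of replicates each reaching 50%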;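 further: 0% = median of the neutral control wells and 100% = twice that signal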
IEC-6 cytotox: cytotoxicity in IEC-6 intestinal epithelial cells, primary screen, cytotoxicity control for KLF5 inhibitor project, cell-based, luminescence; IEC-6 cytotoxicity, luminescence viability; inhibition, % at 5 µM; 0.78% of 290,000 active; AID 1825, 2009; in the data active means inhibition above about 22%;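 further: 0% = plate median of test compound wells and 100% = cytotoxic reference compound wells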
GSK3 alpha inh: blockers of GSK3A enzyme activity – biochemical, luminescence, cell-free homogeneous, HTS, primary screen; 0.1% of 320,000 active; inhibition, % at 10 µM; GSK-3 alpha kinase, ADP-Glo luminescence, 60 min; Glycogen synthase kinase-3 alpha (Homo sapiens), P49840;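 in the data active means inhibition above about 50%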;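 further: GST-tagged GSK-3 alpha with peptide substrate and 25 µM ATP; 0% = DMSO neutral wells and 100% = GW8510 positive control wells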
Target sequence (P49840 whole entry, looked up): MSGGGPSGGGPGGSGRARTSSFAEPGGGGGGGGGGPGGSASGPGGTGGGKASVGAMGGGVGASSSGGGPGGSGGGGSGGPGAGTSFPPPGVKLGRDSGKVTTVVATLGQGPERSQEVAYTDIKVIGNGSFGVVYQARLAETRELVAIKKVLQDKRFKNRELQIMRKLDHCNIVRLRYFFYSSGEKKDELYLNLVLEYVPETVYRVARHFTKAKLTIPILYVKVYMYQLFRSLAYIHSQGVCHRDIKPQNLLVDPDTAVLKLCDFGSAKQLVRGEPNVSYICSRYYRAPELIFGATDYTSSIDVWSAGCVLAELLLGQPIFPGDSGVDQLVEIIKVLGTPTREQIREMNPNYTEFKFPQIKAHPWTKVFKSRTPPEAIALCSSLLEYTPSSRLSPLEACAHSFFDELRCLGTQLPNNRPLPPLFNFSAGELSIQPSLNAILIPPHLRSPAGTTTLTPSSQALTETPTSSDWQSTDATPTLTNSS
GSK3beta inhib: human GSK3beta kinase inhibitors, primary screen, biochemical, cell-free homogeneous, HTS | Glycogen synthase kinase-3 beta (Homo sapiens), P49841 | GST-GSK3beta kinase, ADP-Glo luminescence, 60 min; hits give low values | activity score (negative = inhibition), % at 10 µM | 0.038% of 300,000 active | AID 2097, 2009;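 active means more than half of replicate wells score below -50%, meaning over 50% inhibition versus plate controls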;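 further: 0% = median DMSO wells and -100% = median GW8510 positive control wells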
Target sequence (P49841 whole entry, looked up): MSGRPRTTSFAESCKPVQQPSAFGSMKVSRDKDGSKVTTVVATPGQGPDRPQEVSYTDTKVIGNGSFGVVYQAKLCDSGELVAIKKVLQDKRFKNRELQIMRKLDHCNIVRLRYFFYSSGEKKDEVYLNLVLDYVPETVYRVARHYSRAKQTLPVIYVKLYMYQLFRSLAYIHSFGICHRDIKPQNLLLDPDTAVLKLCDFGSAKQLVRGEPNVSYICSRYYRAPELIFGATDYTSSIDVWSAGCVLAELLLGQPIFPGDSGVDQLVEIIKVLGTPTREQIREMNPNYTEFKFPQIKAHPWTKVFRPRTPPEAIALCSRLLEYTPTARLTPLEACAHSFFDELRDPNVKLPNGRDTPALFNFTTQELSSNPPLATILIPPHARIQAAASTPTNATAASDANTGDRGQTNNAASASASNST
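Assay system: GST-fused GSK3beta enzyme, cell-free / Medium: Tris pH 7.5 buffer with MgCl2, DTT, BSA, heparin / Also added: peptide substrate plus 25 µM ATP (final) / Compound: 10 µM single point / Timing: kinase reaction with compound 60 min at room temperature / Detection: ADP-Glo luminescence / Benchmarks: DMSO neutral wells and GW8510 at 20 µM as positive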
KLF5 inh: KLF5 expression inhibitors, primary screen, DLD-1 cells, luminescence; DLD-1 KLF5 promoter-luciferase reporter; inhibition, % at 5 µM; 0.23% of 290,000 active;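 active means inhibition above a per-plate limit of that plate's mean compound inhibition plus 3 SD, cut at about 60% in these data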;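 further: 0% = DMSO wells and 100% = LY294002 at 200 µM; higher means less KLF5 promoter-driven luciferase light; inactives centre near -14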
aSyn UTR inh: MLPCN primary screen, SNCA 5' untranslated region | 0.82% of 300,000 active | alpha-synuclein 5'UTR reporter, inhibitor activity | AID 1813, 2009 | inhibition, % (tested at 7.5 µM); in the data active means inhibition above about 60%;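 further: H4 neuroglioblastoma cells stably carrying SNCA 5'UTR luciferase fusion; 0% = DMSO wells and 100% = positive control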
HSF1 inh: HSF1 inhibitors in luciferase reporter cells, primary screen, cell-based, NIH3T3, luminescence; NIH3T3-HGL HSE-luciferase, MG132-induced, luminescence 8 h; hits give low values; activity change, negative = inhibition, % at 7.5 µM (by protocol); 0.77% of 300,000 active; AID 2098, 2009;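 active means more than half of replicate wells show activity change below -50%, luminescence cut by over half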;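 further: luciferase reports HSF-1 transcriptional activity via heat shock element; 0% = median of DMSO wells and -100% = zero luminescence signal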
DYRK1A inh: rat Dyrk1A kinase inhibitors, primary screen, biochemical, single point, plate reader | Dual specificity tyrosine-phosphorylation-regulated kinase 1A (Rattus norvegicus), Q63470 | ADP-Glo luminescence, NFATc1 peptide | inhibition, % at 12.5 µM | 0.43% of 310,000 active | AID 504441, 2011; in the data active means inhibition above about 50%;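 further: plate controls were vehicle with enzyme for no effect and no enzyme for full effect; many of its hits are not listed in these tables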
An asterisk follows results filed as active; . = no result given; & = joins results of further samples.

SMILES	Platelet DG rel	HSP90 refold inh	HSF1 activator	IEC-6 cytotox	GSK3 alpha inh	GSK3beta inhib	KLF5 inh	aSyn UTR inh	HSF1 inh	DYRK1A inh
COc1ccc(S(=O)(=O)N2CCN(C(=O)c3cccs3)CC2)cc1	3	1	1	1	5	2	-14	-37	-1	.
Cc1cc(C)nc(N2C(=O)CC(C(=O)O)NC2=NCCc2c[nH]c3ccccc23)n1 (stereo unspecified)	-2	-1	-1	-4	.	3	-9	-2	-4	7
Cc1cc(Br)ccc1NC(=O)C(C)c1ccc([N+](=O)[O-])cc1 (stereo unspecified)	15	-3	3	-3	-1	0	-6	-2	-15	-68
CCOC(=O)C1=C(CS(=O)(=O)c2ccccc2)NC(=O)NC1c1ccccc1 (stereo unspecified)	0	3	10	-1	3	1	-10	-7	-2	3
Cc1noc(C)c1-c1nc(CSc2ccc(Cl)cc2)no1	3	-1	2	-1	-2	-2	-16	13	5	12
O=C(/C=C/c1cn(CC(O)CN2CCCCC2)c2ccccc12)c1ccccc1 (stereo unspecified)	0	1	14	-6	.	0	-19	-11	13	.
Cc1ccc(-c2nc3ccccc3[nH]2)cc1NC(=O)c1ccco1	-2	3	23	-1	.	2	-30	-35	6	-3
COc1ccc(CN2CCC(C(=O)NCCc3ccc(OC)c(OC)c3)CC2)c(OC)c1	-12	2	3	4	-1	3	-21	2	-5	-6
O=C(NC(=S)N1CCCc2ccccc21)c1ccc(Br)cc1	-3	-5	12	4	-1	-1	-10	-56	0	-2
CC(C)CC(NC(=O)C(NC(=O)C1OC2OC(C)(C)OC2C2OC(C)(C)OC12)C(C)C)C(=O)O (stereo unspecified)	8	-4	-3	-7	-2	0	-38	16	-2	-4
CC(C)C(=O)NC(=S)Nc1ccccc1C(F)(F)F	1	-2	-2	5	2	-4	-12	-2	-2	-1
C/C=C\C=C/C(=O)Nc1cccc(C2=NOC3(C2)C[C@@H](C(N)=O)N(C(=O)c2ccc(Cl)cc2)C3)c1 (stereo partly specified)	1	.	.	.	-2	-1	.	-27	-7	3
C=CCNC(=S)Nc1nc2c(cc1C(=O)OCC)CCCC2	0	-7	10	-2	-1	2	-48	-56	9	5
Cc1c(C)c2c(OCC(=O)NCC(O)c3ccccc3)cc3c(c2oc1=O)CCC(C)(C)O3 (stereo unspecified)	4	-6	5	1	0	2	-8	15	1	8
CCC1=NN(C(=O)Cc2ccc([N+](=O)[O-])cc2)C(O)(c2ccncc2)C1 (stereo unspecified)	15	3	6	1	4	-3	-1	7	-3	-4
O=C(CSCc1ccccc1)Nc1ccccc1C(=O)Nc1ccc(C(=O)O)cc1	16	0	-15	2	-2	0	-4	-15	-2	-1
CCOc1ccc(/C=N/NC(=O)c2ccc(CSc3nc4ccccc4[nH]3)cc2)cc1	-5	1	-32	3	-1	4	2	-15	-9	-5
CCOc1ccc(S(=O)(=O)N2CCCCC2)c(C)c1C	-1	3	-23	9	.	4	2	11	-3	2
Cc1ccccc1-c1nnc(SCC(=O)N2CCCC2)o1	-24	1	16	1	-3	2	-100	-135	-1	5
CN(c1ccccc1C(=O)Nc1ccccc1-c1ccccc1)S(C)(=O)=O	-5	-5	-1	-2	-1	-3	-53	8	3	2
NC(=O)c1ccccc1NC(=O)CN1CCOCC1	5	-3	-12	-2	.	2	-30	12	-4	2
O=C(C1CC(=O)N(c2ccc(F)cc2)C1)N1CCN(c2ccc(F)cc2)CC1 (stereo unspecified)	-9	1	4	-10	4	0	-5	-2	3	15
Cc1cc(NC(=O)c2ccccc2Cl)ccc1NC(=O)c1ccccc1Cl	-4	-1	-9	-2	2	-3	-21	-13	0	-5
O=C(COc1ccccc1)NNc1nc2ccccc2s1	-3	14	-41	1	2	-2	-24	15	-34	.
O=C(NCCSc1ccccc1)c1ccccc1F	-7	0	36	-4	0	1	-183	-76	24	2
(continued)
SMILES	Platelet DG rel	HSP90 refold inh	HSF1 activator	IEC-6 cytotox	GSK3 alpha inh	GSK3beta inhib	KLF5 inh	aSyn UTR inh	HSF1 inh	DYRK1A inh
Cc1cc2c(cc1S(=O)(=O)NCc1ccc(N(C)C)cc1)OCC(=O)N2	-2	-1	-3	3	-1	2	-41	-17	-5	-3
COc1cc(-c2n[nH]c(=O)o2)cc(OC)c1OC	5	2	-26	5	0	-3	-3	5	-7	14
O=C1CCN(Cc2ccccc2)CCN1CCOc1ccccc1	5	17*	-3	-8	-7	4	-96	-99	2	.
Cc1ccc(-n2c(SCC(=O)NCCN3C(=O)CSC3=O)nnc2-c2ccccc2)cc1C	11	4	5	0	-4	2	-1	21	-3	2
Cc1cccnc1NC(=O)C1COc2ccccc2O1 (stereo unspecified)	9	-2	-9	-1	-2	0	-26	-17	0	2
CC1=CC(=C(C#N)C#N)C=C(C)N1CCC(C)C	-10	1	2	-2	-2	1	-17	5	-5	17
CC(C)CN(C(=O)CSc1nnc(-c2ccco2)o1)c1c(N)n(Cc2ccccc2)c(=O)[nH]c1=O	7	2	3	5	-1	2	3	-2	-4	0
O=C(Nc1ccncc1)c1ccc(Cl)cc1	-2	-5	-5	-9	5	-3	-2	-6	-2	15
COc1cc(C(=O)Nc2ccc(NC(=O)C3CC3)nc2)cc(OC)c1OC	3	3	-5	95*	-1	-1	-11	16	-6	-2
CN(C)C(CNC(=O)c1cc(S(=O)(=O)N(C)Cc2ccccc2)ccc1Cl)c1ccco1 (stereo unspecified)	15	.	-7	.	5	3	.	0	-5	3
Cn1c(-c2ccc(F)cc2)cnc1NCc1ccccc1F	-1	1	9	-2	1	0	-60	-66	-6	12
CCOC(=O)c1cc2c(=O)n3cccc(C)c3nc2n(Cc2ccco2)c1=NC(=O)c1ccccc1	-2	-1	-11&12	-1	-1	1	-5	27	-11&10	4&-2
c1ccc2c(c1)CNC1(CCCCC1)C2	-2	2	-2	17	0	5	-1	-12	-5	6
Cc1ccc(OCC(=O)Nc2ccc(F)cc2)c([N+](=O)[O-])n1	-16	0	35	-4	0	1	-63	-167	2	-1
O=C1c2ccccc2-c2onc3ccc(Oc4ccccc4)c1c23	3	0	48	3	6	1	-13	-23	44	.
COc1cccc(NC(=O)CCc2nc(-c3cccs3)no2)c1	-13	-4	4	7	-1	1	3	15	-3	.
O=C(C[n+]1ccc2c(c1)nnn2-c1ccccc1)c1ccc(Cl)cc1	2	-1	18	-5	1	-2	-54	10	4	.
COC(=O)NCc1cc2cc(Cl)ccc2[nH]1	4	-3	.	0	5	5	-32	.	.	-5
CC(NC(=O)Nc1ncccn1)(C(F)(F)F)C(F)(F)F	-1	-1	-20	5	-1	0	15	0	-14	19
O=c1[nH]nc(SCCS(=O)(=O)c2ccc(F)cc2)n1-c1ccccc1C(F)(F)F	14	0	10	-3	42	-23	-4	-40	9	-5
COc1ccc(C(=O)N/C(=C\c2cn(C)c3ccccc23)C(=O)OCCN(C)C)cc1	19	0	-4	-2	-1	3	-26	-9	-4	-5
Cc1cccc(NC(=S)NC(=O)c2cccs2)n1	11	-6	28	0	13	-2	-19	-140	17	13
Fc1ccc(Cn2cnc3ccccc32)cc1	2	8	-17	2	-2	-3	-12	10	-1	2
COC(=O)c1cc(OC)c(OC)cc1NC(=O)c1ccoc1C	-19	1	-8	3	.	5	14	0	-10	.
O=C(c1ccco1)N1CCN(Cc2nnc(-c3cccc(Br)c3)o2)CC1	-5	-2	22	0	-2	.	3	14	9	4
Other results
SMILES	Platelet DG rel	HSP90 refold inh	HSF1 activator	IEC-6 cytotox	GSK3 alpha inh	GSK3beta inhib	KLF5 inh	aSyn UTR inh	HSF1 inh	DYRK1A inh
CSc1cccc(CN2CCC(Oc3ccc(C(=O)N4CCCCC4)cc3)CC2)c1	-3	5	-7	12	-3	3	0	-4	-7	-1
C#CCCOC(=O)N1C2=NC(C(=O)OC)=C(C(=O)OC)[C@@H]3Nc4ccccc4[C@]23C[C@H]1C(=O)OC	3	.	-11	.	-2	1	.	-12	2	5
CCN(CC)CCCNC(=S)N(CCO)Cc1cc2cc3c(cc2[nH]c1=O)OCO3	-1	1	8	-3	0	-3	-30	-5	-9	.
Cc1ccc(N=Nc2c(C)[nH]n(C(N)=S)c2=O)cc1	-4	-4	0	-3	1	3	-4	-116	-6	1
COC(=O)c1cc(Cl)c(NC(=O)/C=C/c2ccc(OC)c(OC)c2)cc1OC	9	3	.	5	1	0	-20	.	.	1
O=C(O)c1ccc(N2C(=O)CC(N3CCC(c4nc5ccccc5[nH]4)CC3)C2=O)cc1 (stereo unspecified)	8	2	0	8	-1	0	-16	-24	-9	6
CC(=O)Nc1cc(C(C)C)c(O)c(C(C)C)c1	0	0	-6	-3	-2	2	-5	-8	-10	7
COC(=O)c1cccc(CSc2nc(-c3ccccc3)c(C#N)c(=O)[nH]2)c1	-2	5	-1	-1	-5	0	-5	-5	1	4
Cc1ccc(C(=O)N2CCN(S(=O)(=O)c3ccccc3[N+](=O)[O-])CC2)o1	-4	-2	-3	-4	-3	3	-21	-32	-1	11
Cc1ccc(OCCCC(=O)NNC(=O)c2ccncc2)cc1	13	.	-13	.	-1	0	.	15	-3	1
CCCC(=O)NCCc1cc2ccc(OC)cc2[nH]c1=O	-1	5	-1	-2	0	-1	12	15	2	-6
ON1C(c2ccc(Cl)cc2Cl)N(O)[C@H]2CCCC[C@H]21 (stereo partly specified)	-2	4	2	6	-1	1	-16	7	0	6
COCCNC(=O)C(c1ccncc1)N(Cc1ccccc1)C(=O)Cn1nnc2ccccc21 (stereo unspecified)	-6	1	20	-6	.	-1	-95	-82	8	0
O=C(CSc1nnc2scc(-c3ccc(Cl)cc3)n12)NCc1ccco1	1	2	-11	-2	0	0	-13	11	4	-23
O=C1c2cccc3cccc(c23)C(=O)N1CCN1CCN(CC(O)COc2ccc3ccccc3c2)CC1 (stereo unspecified)	-3	3	17	1	-2	2	23	-17	17	-3
CCC(=O)NCc1c(C)c(C)n(Cc2ccccc2)c1-n1cccc1	2	3	3	-1	-2	-2	3	12	-2	-1
CCOc1cc(N2CCOCC2)c(OCC)cc1NC(=O)CCS(=O)(=O)c1ccc(Cl)cc1	-7	0	75*	0	-2	-4	-7	3	58	3
Fc1cccc(NC(=S)Nc2cccnc2)c1	1	-4	2	5	0	3	7	6	-3	1
CCOC(=O)c1nc(C)nc(Sc2n[nH]c(-c3ccccc3)n2)c1C	-9	-2	12	-11	-2	5	-24	-10	4	4
CCOc1cccc(C(=O)NC2CCCCC2)c1	6	-6	15	0	-2	0	-68	-67	13	5

The list is partial (hit frequency here may not be typical).
